High-throughput results (PubChem)
tim10-1 inh = growth inhibitors of tim10-1 mutant yeast, primary screen, luminescence, uHTS. S. cerevisiae tim10-1 ts strain growth, BacTiter-Glo, 24 h. inhibition, % at 20 µM. hit rate 2.2% among 330,000. AID 463190, 2010;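 active means inhibition of at least 40%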;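 further: mutant grown at 25 °C; 0% = DMSO wells with yeast and 100% = wells holding no yeast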
TIM10 inh = growth inhibitors of isogenic TIM10 control yeast, primary screen, counter-screen for tim10-1 yeast inhibitor project, luminescence, uHTS; S. cerevisiae TIM10 strain growth, BacTiter-Glo luminescence, 24 h; hit rate 1.4% among 330,000; inhibition, % at 10 µM;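 active means inhibition of 40% or more at the single tested concentration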;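 further: wild-type TIM10 isogenic control strain grown at permissive 25 °C; 0% = DMSO yeast wells and 100% = minimal medium wells without yeast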
Jurkat NFkB inh = inhibitors of induced NF-kB luciferase reporter, primary screen, TCR NF-kB activation inhibitor project, cell-based, luminescence, uHTS | Jurkat, PMA/ionomycin-induced NF-kB luciferase reporter | inhibition, % at 4 µM | hit rate 0.53% among 330,000; in the data active means inhibition above about 50%
Mdm2-MdmX inh = inhibitors of human Mdm2-MdmX association, primary screen, cell-based, luminescence, split luciferase, SaOS-2, uHTS; Protein Mdm4 (Homo sapiens) + E3 ubiquitin-protein ligase Mdm2 (Homo sapiens), …; SaOS-2 split-luciferase Mdm2/MdmX complementation; inhibition, % at 8 µM; hit rate 3% among 330,000; AID 485346, 2010;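 active means inhibition of at least 50% at 8 µM in the primary screen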
Target sequence (O15151 whole entry, looked up): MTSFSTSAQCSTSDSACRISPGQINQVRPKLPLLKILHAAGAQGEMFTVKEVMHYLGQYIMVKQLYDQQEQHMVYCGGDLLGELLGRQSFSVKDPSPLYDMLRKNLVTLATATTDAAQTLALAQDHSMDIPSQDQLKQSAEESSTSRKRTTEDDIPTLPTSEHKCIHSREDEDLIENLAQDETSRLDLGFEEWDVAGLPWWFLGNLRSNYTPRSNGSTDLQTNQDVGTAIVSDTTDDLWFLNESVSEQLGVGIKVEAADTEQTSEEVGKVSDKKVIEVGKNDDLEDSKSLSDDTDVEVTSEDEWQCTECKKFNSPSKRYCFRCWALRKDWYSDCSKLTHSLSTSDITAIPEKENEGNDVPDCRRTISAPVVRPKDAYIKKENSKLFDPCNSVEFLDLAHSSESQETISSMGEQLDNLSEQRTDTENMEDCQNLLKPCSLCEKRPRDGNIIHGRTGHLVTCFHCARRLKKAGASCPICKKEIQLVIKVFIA
Target sequence (Q00987 whole entry, looked up): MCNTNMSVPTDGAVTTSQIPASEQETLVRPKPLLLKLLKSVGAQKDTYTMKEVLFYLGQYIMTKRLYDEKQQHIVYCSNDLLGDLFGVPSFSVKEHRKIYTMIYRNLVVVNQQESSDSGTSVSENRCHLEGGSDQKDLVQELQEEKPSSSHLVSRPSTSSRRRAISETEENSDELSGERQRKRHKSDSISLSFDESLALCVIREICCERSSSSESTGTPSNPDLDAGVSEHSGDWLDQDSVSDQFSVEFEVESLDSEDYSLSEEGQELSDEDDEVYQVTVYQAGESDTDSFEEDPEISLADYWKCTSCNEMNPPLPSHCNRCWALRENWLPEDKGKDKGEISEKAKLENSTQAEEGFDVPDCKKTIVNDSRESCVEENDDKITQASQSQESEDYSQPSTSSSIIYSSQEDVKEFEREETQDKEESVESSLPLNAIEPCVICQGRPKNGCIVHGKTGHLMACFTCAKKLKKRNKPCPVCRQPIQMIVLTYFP
tim23-1 inh = growth inhibitors of tim23-1 mutant yeast, primary screen, luminescence, uHTS; inhibition, % at 20 µM; hit rate 1.3% among 330,000; AID 463212, 2010; S. cerevisiae tim23-1 growth, BacTiter-Glo luminescence, 24 h;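 active means growth inhibition of the mutant yeast at or above 50%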;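 further: temperature-sensitive mutant grown at 25 °C; plate controls were DMSO-treated mutant yeast for no effect and medium wells lacking yeast for full effect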
CHOP UPR activ = activators of apoptotic CHOP UPR arm, primary screen, cell-based, CHO-CHOP luciferase reporter, luminescence, uHTS | UPR activation; percent of tunicamycin response over DMSO baseline | hit rate 0.34% among 330,000 | activation, % at 10 µM;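 active means at 10 µM dose, activation of 40% or more, normalized to positive control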;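 further: 100% = tunicamycin at 10 µg/mL and 0% = DMSO alone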
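assay system = CHO CHOP reporter cells | amount = 500 CHO-CHOP cells per well | buffer or medium = F12 with 10% FBS | incubation = 16-18 h cell attachment, then 6 h compound exposure, 37 °C | detection = luminescence read with Steady-Glo | read-out = percent activation relative to tunicamycin control | controls = tunicamycin high control, DMSO low control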
XBP1 UPR activ = activators of adaptive XBP1 UPR arm, primary screen, cell-based, CHO-XBP1 luciferase reporter, luminescence, uHTS; hit rate 0.33% among 330,000; IRE1-XBP1 UPR activation; percent of tunicamycin response, DMSO as zero; activation, % at 20 µM;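 active means versus positive control, 20 µM dose yields 30% or more activation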;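 further: 100% = tunicamycin at 10 µg/mL and 0% = DMSO only wells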
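Material: IRE1-XBP1 luciferase reporter CHO line / Quantity: one thousand reporter cells per well / Buffer or medium: F12 with 10% serum / Compound: 20 µM single concentration, DMSO 1% / Times: 6 h treatment, 37 °C / Detection: Steady-Glo luciferase glow luminescence, 10 min after reagent addition / Benchmarks: tunicamycin high, DMSO low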
697 NFkB inh = inhibitors of PMA/ionomycin-induced NF-kB reporter, 697 cells, primary screen, B-cell NF-kB inhibitor project, cell-based, luminescence, uHTS; AID 435022, 2010; hit rate 0.33% among 330,000; inhibition, % at 4 µM; 697 B-cell NF-kB luciferase reporter, 16 h; in the data active means inhibition above about 35%
* = called active by the depositor.

no.	SMILES	tim10-1 inh	TIM10 inh	Jurkat NFkB inh	Mdm2-MdmX inh
1	Cc1nn(C)c(C)c1Nc1ccc(N2C(=O)C3C4C=CC(C4)C3C2=O)cc1[N+](=O)[O-] (centres undefined)	6.6	11.3	11.3	4.3
2	Cc1cccc(NC(=O)/C(C#N)=C/c2cccc([N+](=O)[O-])c2)n1	30.5	7.4	-5.8	9.2
3	CCCC(=O)Nc1nnc(SCC(=O)Nc2ccc3c(c2)OCO3)s1	-10.4	-1.0	3.0	15.7
4	Nc1ccc2oc(CCc3ccccc3)nc2c1	17.2	14.7	-65.2	-107.4
5	CC(C)NC(=O)CSc1nnc(-c2ccncc2)n1-c1ccccc1	16.3	7.1	-7.9	-11.7
6	O=C(O)c1ccc(N2C(=O)CC(N3CCN(c4ccc(Cl)cc4)CC3)C2=O)cc1 (centres undefined)	3.1	-2.1	-2.0	13.6
7	CCc1ccc(/C=N/NC(=O)c2ccc(OC3CCCC3)cc2)s1	14.1	2.7	17.0	28.6
8	COc1ccccc1C(=O)Nc1ccccc1C(=O)NC1CCCCC1	22.4	10.9	0.6	22.8

no.	tim23-1 inh	CHOP UPR activ	XBP1 UPR activ	697 NFkB inh
1	9.7	-0.9	0.1	6.2
2	39.8	-0.2	-0.1	-15.2
3	-9.3	1.0	2.6	17.1
4	9.5	3.4	1.8	-89.5
5	9.3	-0.7	1.7	-15.1
6	15.7	-0.3	-2.7	12.0
7	8.9	1.9	0.3	0.8
8	22.2	1.8	-3.4	-6.8

(next part)
no.	SMILES	tim10-1 inh	TIM10 inh	Jurkat NFkB inh	Mdm2-MdmX inh
9	Cc1c(Cl)c([N+](=O)[O-])nn1CCCC(=O)N(Cc1ccccc1)Cc1ccccc1	34.4	32.4	-2.0	-0.7
10	COc1ccc(/C(C)=N/NC(=O)C2C3CCCCC32)c(OC)c1 (centres undefined)	22.8	20.3	2.1	20.2
11	O=C(OC1CCOC1=O)c1ccc(Cl)c(S(=O)(=O)N2CCCCC2)c1 (centres undefined)	23.3	4.9	-0.8	-6.8
12	O=C(NC1CCCCC1)C(c1cccs1)N(CCCN1CCOCC1)C(=O)c1ccc(-c2ccccc2)[nH]1 (centres undefined)	8.8	19.2	4.3	16.7
13	O=C(NNC(=O)c1ccc(F)cc1F)c1ccc2c(c1)OCO2	10.8	9.9	-22.5	-33.8
14	O=C(O)CCC(=O)NN1C(=O)c2ccccc2NC1c1ccco1 (centres undefined)	11.6	16.3	-8.3	4.3
15	COc1ccc(N2CC(C(=O)NCCc3ccc(Cl)cc3)CC2=O)cc1 (centres undefined)	10.6	1.7	12.2	-22.3
16	Cc1ccc(N2C(=O)CC(Sc3nccc(C)n3)C2=O)cc1 (centres undefined)	-12.2	2.5	-10.9	-4.2

no.	tim23-1 inh	CHOP UPR activ	XBP1 UPR activ	697 NFkB inh
9	29.5	3.1	-1.8	-23.1
10	4.2	1.1	-3.1	10.9
11	12.7	1.9	0.6	0.6
12	11.7	2.0	0.7	-14.3
13	11.2	4.2	-0.2	-10.4
14	10.6	0.0	1.0	10.8
15	10.7	-0.3	6.0	9.0
16	4.3	2.0	-1.4	8.6

New compounds follow:
no.	SMILES	tim10-1 inh	TIM10 inh	Jurkat NFkB inh	Mdm2-MdmX inh
17	COc1ccc2cc(C(=O)N3CCc4ccccc43)[nH]c2c1	14.2	1.4	-126.7	-190.2
18	CSc1ncc(CN2CCc3c([nH]c4ccccc34)C2c2cccc(O)c2)cn1 (centres undefined)	17.2	4.9	-2.5	24.6
19	N#Cc1cc([N+](=O)[O-])cnc1NCC(O)CO (centres undefined)	4.6	-5.6	-1.6	21.1
20	O=C(CN1CCN(c2ccc(Cl)cc2)CC1)Nc1ccc(F)c(F)c1	28.3	19.7	-11.3	11.6
21	CCOC(=O)c1c(C)[nH]c(C(=O)COC(=O)c2ccco2)c1C	6.2	-0.3	5.6	30.7
22	O=c1c2[nH]c3cccc(Cl)c3c2ncn1CCN1CCCCC1	-12.1	5.7	-4.8	2.7
23	CC(=C/c1ccco1)/C=N/NC(=O)c1nnn(-c2nonc2N)c1CN(C)C	5.2	-2.0	11.8	-2.9
24	COc1ccc(S(=O)(=O)Nc2ccc3oc(C)c(C(C)=O)c3c2)cc1	7.5	14.9	25.3	46.1

no.	tim23-1 inh	CHOP UPR activ	XBP1 UPR activ	697 NFkB inh
17	15.4	0.7	0.0	-236.2
18	12.7	-0.4	2.9	-27.7
19	0.2	-1.3	-0.3	6.8
20	49.9	-2.7	-3.3	13.8
21	13.3	4.1	3.0	1.3
22	-14.6	-0.6	-1.7	6.6
23	-12.8	1.4	0.3	-11.3
24	1.0	2.8	-0.4	-43.0

Next section
no.	SMILES	tim10-1 inh	TIM10 inh	Jurkat NFkB inh	Mdm2-MdmX inh
25	Cc1ccc(OCCNC(=O)c2ccco2)cc1C	-25.4	-10.7	-10.9	11.2
26	Cc1sc2ncnc(N3CCC(C(=O)Nc4nc(-c5cccs5)cs4)CC3)c2c1C	9.3	14.5	46.1	86.4*
27	N#Cc1c(C(F)(F)F)cc(-c2cccc(Cl)c2)[nH]c1=O	6.8	5.0	9.6	-17.2
28	CCOc1ccc2nc(SCC(=O)NC(=O)NCc3ccco3)sc2c1	27.1	16.7	3.9	16.4
29	COCCNC(=O)Cn1nc(-c2ccc(C)cc2)ccc1=O	-16.8	-7.0	1.3	26.4
30	O=C(O)c1ccccc1C(=O)N1N=C(c2ccccc2)CC1c1ccccc1O (centres undefined)	1.7	-0.4	-19.2	11.7
31	O=C(O)CC(C(=O)Nc1ccc(Cl)c(Cl)c1)C1CCCO1 (centres undefined)	-13.7	-4.3	5.4	14.9
32	O=C(O)/C=C/C(=O)N1N=C(c2ccco2)CC1c1ccco1 (centres undefined)	0.4	-12.2	-5.4	6.3

no.	tim23-1 inh	CHOP UPR activ	XBP1 UPR activ	697 NFkB inh
25	-1.9	0.7	-2.1	4.2
26	25.0	12.6	0.5	-172.1
27	33.8	-1.9	-0.4	-23.7
28	28.3	-0.9	-2.1	9.5
29	6.5	0.3	-3.4	7.0
30	10.2	-0.8	-2.0	-28.2
31	-1.5	-2.3	-5.8	13.5
32	3.1	0.5	1.7	9.2

In a second layout: entries from further up.
[14] O=C(O)CCC(=O)NN1C(=O)c2ccccc2NC1c1ccco1 (centres undefined)
  tim10-1 inh: 11.6
  TIM10 inh: 16.3
  Jurkat NFkB inh: -8.3
  Mdm2-MdmX inh: 4.3
  tim23-1 inh: 10.6
  CHOP UPR activ: 0.0
  XBP1 UPR activ: 1.0
  697 NFkB inh: 10.8
[15] COc1ccc(N2CC(C(=O)NCCc3ccc(Cl)cc3)CC2=O)cc1 (centres undefined)
  tim10-1 inh: 10.6
  TIM10 inh: 1.7
  Jurkat NFkB inh: 12.2
  Mdm2-MdmX inh: -22.3
  tim23-1 inh: 10.7
  CHOP UPR activ: -0.3
  XBP1 UPR activ: 6.0
  697 NFkB inh: 9.0
[16] Cc1ccc(N2C(=O)CC(Sc3nccc(C)n3)C2=O)cc1 (centres undefined)
  tim10-1 inh: -12.2
  TIM10 inh: 2.5
  Jurkat NFkB inh: -10.9
  Mdm2-MdmX inh: -4.2
  tim23-1 inh: 4.3
  CHOP UPR activ: 2.0
  XBP1 UPR activ: -1.4
  697 NFkB inh: 8.6
[17] COc1ccc2cc(C(=O)N3CCc4ccccc43)[nH]c2c1
  tim10-1 inh: 14.2
  TIM10 inh: 1.4
  Jurkat NFkB inh: -126.7
  Mdm2-MdmX inh: -190.2
  tim23-1 inh: 15.4
  CHOP UPR activ: 0.7
  XBP1 UPR activ: 0.0
  697 NFkB inh: -236.2

Going on with the list.
no.	SMILES	tim10-1 inh	TIM10 inh	Jurkat NFkB inh	Mdm2-MdmX inh
33	COc1ccc2nc(C)cc(SCC(=O)NNC(=O)COc3cccc4ccccc34)c2c1	0.1	-2.0	-0.1	28.6
34	COCCn1c(C)cc(C(=O)COC(=O)/C=C/c2c(C)nn(C3CCS(=O)(=O)C3)c2Cl)c1C (centres undefined)	12.3	9.0	4.7	15.3
35	N#Cc1ccc(-c2ccc(F)cc2)nc1Oc1ccc(Cl)c(Cl)c1	6.5	14.9	-12.5	49.5
36	COc1ccc(C(=O)Nc2cc([N+](=O)[O-])ccc2N2CCCC2)cc1	0.8	-1.5	-1.0	-11.4
37	CCOCCSc1nnc2nc(C)cc(C)n12	-3.5	5.9	11.5	15.2
38	CC(Oc1ccc(Br)cc1)C(=O)Nc1cc(Cl)ccc1N1CCN(C)CC1 (centres undefined)	28.4	3.2	-0.6	35.9
39	COc1cccc(-c2nn(-c3ccccc3)cc2C(=O)n2nnc3ccccc32)c1	33.0	32.8	-1.7	6.0
40	Cc1cc(C)n(C(C)CNS(=O)(=O)c2ccc(Cl)cc2)n1 (centres undefined)	14.3	7.5	-18.5	19.2

no.	tim23-1 inh	CHOP UPR activ	XBP1 UPR activ	697 NFkB inh
33	0.7	-0.4	-1.0	-4.5
34	17.2	0.5	0.5	-1.9
35	15.1	26.2	37.7*	-42.0
36	-3.6	2.5	-1.1	2.5
37	14.5	-1.0	-0.9	9.2
38	18.8	1.4	2.4	-2.6
39	31.5	10.2	-1.3	7.9
40	7.5	0.0	1.9	-10.0

Next part.
no.	SMILES	tim10-1 inh	TIM10 inh	Jurkat NFkB inh	Mdm2-MdmX inh
41	Cc1cc2c(=O)n(C)c(SCC(=O)c3cc4ccccc4o3)nc2s1	29.9	-4.1	-9.9	10.1
42	CCC1CCCCN1C1Sc2ccc(C(=O)OC)cc2NC1=O (centres undefined)	23.6	16.4	-2.4	23.9
43	CCc1cccc2c(C(=O)COC(=O)/C=C/c3ccc(O)c(OC)c3)c[nH]c12	-10.8	10.3	6.4	23.8
44	COc1ccc(Cl)cc1C(=O)NCCN1CCOCC1	0.9	4.4	-13.5	3.3
45	COC(=O)[C@]1(Cc2ccccc2)N[C@H](CN(C)S(=O)(=O)c2ccc(F)cc2)[C@@H]2C(=O)N(C)C(=O)[C@@H]21	17.4	16.1	-4.9	1.7
46	O=C(COc1ncnc2c(Cl)cc(Cl)cc12)N1CCN(S(=O)(=O)c2ccccc2)CC1	-12.8	-6.6	-7.5	5.9
47	C[C@H](CO)N1C[C@H](C)[C@@H](CN(C)S(=O)(=O)c2ccccc2)Oc2c(NC(=O)Nc3ccc4c(c3)OCO4)cccc2C1=O	-12.2	10.4	-8.2	12.9
48	O=C(N/N=C/c1ccc[nH]1)c1ccccc1[N+](=O)[O-]	9.5	-7.0	14.5	-18.6
49	Cc1cc(C)nc(Nc2cccc(Cl)c2)n1	14.9	-5.7	-16.5	-12.1

no.	tim23-1 inh	CHOP UPR activ	XBP1 UPR activ	697 NFkB inh
41	-3.5	-1.1	-2.0	0.9
42	26.8	0.3	-1.6	16.1
43	13.0	3.0	1.6	19.8
44	9.7	-0.2	-3.6	-18.0
45	7.8	-0.6	-0.6	-0.6
46	2.9	0.0	-7.0	4.4
47	-2.5	-0.9	-1.9	-16.4
48	6.5	-0.3	-1.7	0.8
49	19.8	2.8	-4.0	-24.1

Rows are unselected; about 6.6% have a hit in one of these screens.
